# APE1 inh: inhibitors of human APE1 endonuclease; P27695; recombinant APE1, TAMRA/BHQ-2 abasic DNA cleavage fluorescence; Potency, µM (highest dose often 65.8 µM), inactives show top-dose activity change, negative = inhibition, most hits filed as inhibitors; AID 2517; actives 0.35% (n = 350,000);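 note: plate controls were vehicle for no effect and reference inhibitor for full effect; nearly all actives have a fitted effect of over 55% in size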
# Target sequence (P27695 whole entry, looked up): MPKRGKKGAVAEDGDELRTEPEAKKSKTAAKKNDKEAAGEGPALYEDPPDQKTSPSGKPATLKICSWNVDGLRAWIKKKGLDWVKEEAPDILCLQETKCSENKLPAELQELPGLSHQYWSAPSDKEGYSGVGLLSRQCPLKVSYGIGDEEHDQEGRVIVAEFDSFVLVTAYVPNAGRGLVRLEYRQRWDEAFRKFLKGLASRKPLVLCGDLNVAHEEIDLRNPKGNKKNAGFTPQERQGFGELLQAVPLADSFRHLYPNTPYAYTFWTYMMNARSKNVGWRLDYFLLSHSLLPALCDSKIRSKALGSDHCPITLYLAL
#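 Activity was derived from the fluorescence gain between first and third kinetic reads (60 s intervals, ex 525/em 598 nm) after 50 nM THF-abasic TAMRA/BHQ-2 duplex was added to 0.75 nM APE1 preincubated 15 min with compound.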
# Apoferritin bind: candidate novel general anesthetic via apoferritin binding | P02791 | apoferritin/1-aminoanthracene competitive binding, fluorescence | Potency, µM (series often up to 77.5 µM), for inactives: at the highest dose activity change, negative = displacement, usual class: inhibitors | actives 0.074% (n = 350,000) | AID 485281; note: nearly all actives have a fitted effect of over 20% in size
# Target sequence (P02791 2-175 limits assumed): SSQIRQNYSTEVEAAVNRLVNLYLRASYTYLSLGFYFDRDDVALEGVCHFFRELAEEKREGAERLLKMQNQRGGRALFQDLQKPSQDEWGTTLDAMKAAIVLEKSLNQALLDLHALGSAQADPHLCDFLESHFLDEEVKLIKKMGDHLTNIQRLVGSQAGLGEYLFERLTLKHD
#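 Apoferritin-based anesthetic binding model; compound displacement of fluorescent 1-AMA measured as endpoint fluorescence after 10 minutes at room temperature, scaled to free-ligand and complex controls.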
# POLK inh: blocks human DNA polymerase kappa activity; actives 0.53% (n = 400,000); purified Pol kappa, fluorescent DNA synthesis assay, 10 min; Potency, µM (top dose mostly 107 µM), inactives show at the highest dose activity, negative = inhibition, hits mostly inhibitors; AID 588579; Q9UBT6
#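 10 nM Pol kappa preincubated 15 min at room temperature with compounds, then reaction started with substrate at 50 nM final. Fluorescence read kinetically at 0 and 10 min; buffer-only wells served as negative control.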
# Pol beta inh: inhibitors of human DNA polymerase beta; P06746; Pol beta primer extension/strand displacement, fluorescence kinetic; Potency, µM (doses to about 114 µM), inactives show top-dose activity change, negative = inhibition, usual class: inhibitors; actives 1.3% (n = 340,000); AID 485314
#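 Curves were derived by four-parameter Hill fits of normalized qHTS data. The kinetic fluorescent primer-extension read was taken at 0 and 10 min after 50 nM substrate, following a 15 min room-temperature preincubation of 10 nM enzyme with compounds.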
# The depositor's hits bear a star; ? = inconclusive; . = not tested or not shown; [ ] = dose if it differs, or a comment. Calls come from the whole dose curve; as a rule, active = well fitted curve in the direction sought with a large enough effect; inconclusive = small, poorly fitted or top-dose-only effect, or another doubt; inactive = no such curve, though single readings can be large; an effect the other way counts as inactive or inconclusive. Unless noted, % is set by controls: 0 for no effect and ±100 for the full control effect; potency is the fitted concentration of half-maximal effect. These rows are one share of the data; rates above refer to the full screens.
SMILES,APE1 inh,Apoferritin bind,POLK inh,Pol beta inh
NC1=NC(S)C2N=CN=C2N1 (centres undefined),0%,.,2%[60.1 µM],.
COC(=O)CCCC[C@@H]1SC[C@@H]2NC(=O)N[C@@H]21,5%,.,-9%[19.4 µM],.
CC(C)(C)n1ncc2c(=O)n(Cc3cccc(OC(F)F)c3)cnc21,-8%,.,-9%,.
CC(C)(C)n1ncc2c(=O)n(Cc3ccc(Cl)c(SC(F)(F)F)c3)cnc21,15%,.,-18%,.
CS(=O)(=O)NCc1ccccc1Br,-5%,.,-7%,.
CC(C)(C)n1ncc2c(=O)n(Cc3ccc(Cl)cc3F)cnc21,-3%,.,-9%,.
CC(C)CCNC(=O)C(CC(C)C)NC(=O)C1OC1C(=O)O (centres undefined),11%,.,10%[60.1 µM],.
Cc1c(-c2ccccc2)oc2cc(O)ccc2c1=O,10%,.,-7%[19.4 µM],.
CC1OC(OCC2OC(Oc3c(-c4ccc(O)c(O)c4)oc4cc(O)cc(O)c4c3=O)C(O)C(O)C2O)C(O)C(O)C1O (centres undefined),?,.,6.3µM*,.
Cc1ccc(C(=O)[C@@H]2[C@H]3C4COC(O4)C(=O)[C@@H]3[C@H]3C=Cc4ccccc4N32)cc1 (some centres undefined),-7%,.,-12%[19.4 µM],.
O=c1c(O)c(-c2ccc(O)cc2)oc2cc(O)ccc12,?,.,-11%[19.4 µM],.
CCOC(=O)C1CCN(c2nc3ccccc3nc2C(C#N)C(=O)NCCc2ccccc2)CC1 (centres undefined),-2%,14µM*,.,6%

# Quoted at random: 6 records from the list, in no set order.
SMILES,APE1 inh,Apoferritin bind,POLK inh,Pol beta inh
Cc1c(-c2ccccc2)oc2cc(O)ccc2c1=O,10%,.,-7%[19.4 µM],.
COC(=O)CCCC[C@@H]1SC[C@@H]2NC(=O)N[C@@H]21,5%,.,-9%[19.4 µM],.
CC(C)CCNC(=O)C(CC(C)C)NC(=O)C1OC1C(=O)O (centres undefined),11%,.,10%[60.1 µM],.
O=c1c(O)c(-c2ccc(O)cc2)oc2cc(O)ccc12,?,.,-11%[19.4 µM],.
CS(=O)(=O)NCc1ccccc1Br,-5%,.,-7%,.
Cc1ccc(C(=O)[C@@H]2[C@H]3C4COC(O4)C(=O)[C@@H]3[C@H]3C=Cc4ccccc4N32)cc1 (some centres undefined),-7%,.,-12%[19.4 µM],.

# (listing goes on)
SMILES,APE1 inh,Apoferritin bind,POLK inh,Pol beta inh
Cc1cc(C)n2c(Nc3ccc4c(c3)OCCO4)c(-c3ccco3)nc2n1,4%,-14%,.,-10%
COc1ccc(CNC(=S)Nc2ccccc2-c2ccccc2)cc1,-1%,-3%,.,0%
COc1ccccc1N/C(N)=N/c1nc(CSc2nc3ccccc3s2)cc(=O)[nH]1,2%,2%,.,?
COCCN(Cc1cc2cc3c(cc2[nH]c1=O)OCO3)C(=O)c1cccs1,23%,-3%,.,15%
O=C(c1cc(-c2ccc(Cl)c(Cl)c2)on1)N1CCCC1,2%,4%,.,0%
O=c1/c(=C/c2ccc(O)cc2)sc2nc3cc(Br)cnc3n12,?,-6%,.,?
O=c1[nH]c(CN2CCN(Cc3ccc4c(c3)OCO4)CC2)nc2sc3c(c12)CCC3,-3%,1%,.,4%
O=C(Cn1c(CO)nc2ccccc21)NC1CCCCCC1,14%,-8%,.,24%
COc1ccc2c(=O)c3c(=O)n(Cc4ccco4)c(C4CCCCC4)nc3oc2c1,3%,-11%,.,1%
C[n+]1nc(Nc2cccc(F)c2)sc1-c1ccc(C(=O)O)cc1,?,1%,.,33%
Nc1ccc(Sc2cc(Cl)nc(N)n2)cc1,1%,-6%,.,-2%
Cn1c(SCn2nnc3ccccc3c2=O)nc2ccccc2c1=O,14%,-6%,.,25%
COc1cc2c(cc1OC)C1O[C@](CCCCN3C(=O)c4ccccc4C3=O)(C2)OC2=C1C(=O)CCC2,24%[12.4 µM],-4%[15.3 µM],.,15%[22.9 µM]
CC(=O)NC1C(=O)SC1(C)C (centres undefined),-15%,-3%,.,6%
O=C1C(=O)N(CCCn2ccnc2)C(c2ccccn2)/C1=C(/O)c1ccccc1 (centres undefined),6%,-1%,.,31%
Cc1cccc(/C=N/n2c(-c3ccccn3)n[nH]c2=S)c1,2%,2%,.,11%[57.1 µM]
Cc1ccc2nc(NC3=NCN(Cc4ccccc4)CN3)nc(C)c2c1,-4%,-13%,.,3%
COc1ccc([C@]23Cc4ccccc4C(O2)C2=C(CCCC2=O)O3)cc1,-2%[12.4 µM],-16%[15.3 µM],.,21%[22.9 µM]
Cn1nnnc1SCC(=O)Nc1ccc(Cl)cc1Cl,-6%,-23%,.,3%
CCOC(=O)c1c(NC(=O)c2ccc(N3CCOCC3)c([N+](=O)[O-])c2)sc(C)c1C,4%,-5%,.,30%
COc1ccc(S(=O)(=O)N2CCN(c3nc4ccccc4nc3-n3nc(C)cc3C)CC2)cc1,0%,-9%,.,21%
O=C(Cn1nc(-c2ccc3c(c2)OCCO3)ccc1=O)Nc1ccc(N2CCOCC2)cc1,0%,-16%,.,24%
CCCCC(CC)CNC(=O)/C=C/c1ccc(F)cc1 (centres undefined),12%,6%,.,16%
COc1ccc2c3c(c(=O)oc2c1)C1O[C@](CCCCN2C(=O)c4ccccc4C2=O)(Cc2cc(OC)c(OC)cc21)O3,-25%[12.4 µM],-17%[15.3 µM],.,-25%[22.9 µM]
CCCOc1cccc(C2/C(=C(/O)c3ccncc3)C(=O)C(=O)N2CCCN(C)C)c1 (centres undefined),5%,-15%,.,-21%
CCN(CC)c1ccc(/C=C(\C#N)c2nc(-c3cccs3)c(NC(C)=O)s2)cc1,6%,-8%,.,0%[57.1 µM]
CCc1ccc(N2C(=O)c3cc(N4CCOCC4)c([N+](=O)[O-])cc3C2=O)cc1,1%,-6%,.,30%
CCOC(=O)c1ccccc1NC(=O)Cc1sc(-c2cccnc2)nc1-c1ccc(C)cc1,5%,-21%,.,12%
COc1nc2cc(C)ccc2cc1-c1noc(-c2cccnc2)n1,-4%,-6%,.,23%
Cc1cc(NS(=O)(=O)c2ccc(Nc3nc(-c4sc(NC(=O)c5ccccc5)nc4C)cs3)cc2)no1,-10%,-9%,.,?
O=C1CN(S(=O)(=O)c2ccc(F)cc2)CC(=O)N1CCc1ccccc1,1%,5%,.,20%
CCCn1c(=O)c2ccccc2n2c(SCC(=O)c3ccc(F)cc3)nnc12,8%,-4%,.,2%
Cc1cc(C)cc(Oc2ccccc2CO)c1,6%,?,.,-22%
CCN1CCCC1CNC(=O)c1cn(CC)c2ccc(S(=O)(=O)N3CCCCCC3)cc2c1=O (centres undefined),1%,5%,.,2%
O=C(O)C1C2C=CC(O2)C1C(=O)Nc1ccc2c(c1)OCCO2 (centres undefined),-1%,-20%,.,-1%
O=C1C(=O)N(CCc2c[nH]c3ccccc23)C(c2cccnc2)/C1=C(/O)c1ccccc1 (centres undefined),-5%,-10%,.,5%
CCC(=O)Nc1nc(C)c(-c2csc(Nc3ccc(S(=O)(=O)Nc4cc(C)on4)cc3)n2)s1,1%,-1%,.,3%
Cc1cc(C)c2nc3s/c(=C/c4ccc5c(c4)n(C)c(=O)n5C)c(=O)n3c2c1,2%,2%,.,8%
COc1ccc(/C=C/C(=O)c2sc(-c3ccc(Cl)cc3)nc2C)cc1,-3%,-13%,.,0%
COc1cccc([C@H](O)Cn2cc(-c3ccc(CON=C(C)C)cc3)nn2)c1,?,-4%[15.3 µM],.,1%
C/C(CC(=O)Nc1ccc(F)cc1F)=N\NC(=O)C(=O)N1CCCCC1,42%,-12%,.,27%
O=C(CSc1ccc(-c2cccs2)nn1)NCc1ccccc1Cl,1%,-11%,.,35%
COc1ccc(C(=O)CSc2nc3c(c(=O)n(C)c(=O)n3C)n2C)cc1,-1%,-7%,.,-22%
COc1cc(OC)c(-c2nn3c(-c4cccnc4)nnc3s2)cc1OC,-4%,-9%,.,16%
Cc1nc(NC2=NCN(Cc3ccc4c(c3)OCO4)CN2)nc2ccccc12,-1%,-14%,.,14%
COc1ccc2c(c1)OCC1=C2CCC2(C)C(=O)CC=C12 (centres undefined),-1%,134%[activator],.,?
CC(C)CN1CCN(C2CCN(C(C)C)CC2)C(CCO)C1 (centres undefined),-1%,-1%,.,17%
CC(C)c1ccc(C(=O)NNC(=O)C2C3CCC(C3)C2C(=O)O)cc1 (centres undefined),6%,?,.,5%

# Quoted from the listing.
# Pol beta inh with Cc1cc(C)c2nc3s/c(=C/c4ccc5c(c4)n(C)c(=O)n5C)c(=O)n3c2c1 : 8%
# Pol beta inh with COc1ccc(C(=O)CSc2nc3c(c(=O)n(C)c(=O)n3C)n2C)cc1 : -22%

# Going on with the list:
SMILES,APE1 inh,Apoferritin bind,POLK inh,Pol beta inh
CC(C)C(NC(=O)C12CC3CC(CC(C3)C1)C2)C(=O)NC1=NCCS1 (centres undefined),-3%,-16%,.,26%
COc1ccc(S(=O)(=O)CCC(=O)Nc2cccc(OC)c2)cc1,9%,-1%,.,5%
C/C=C/C(=O)N1CC2(CC(c3cccc(NC(=O)CCCCC)c3)=NO2)C[C@H]1C(N)=O (some centres undefined),-5%,-3%,.,-19%
CC(C(=O)Nc1ccc(S(=O)(=O)N2CCCCC2)cc1)N1CCN(c2ccccn2)CC1 (centres undefined),0%,-5%,.,1%
CC1(C)Cc2nc3sc(C(=O)O)c(N)c3cc2CS1,-9%,-2%,.,-2%
COc1ccc(C(=O)CC(c2ccccc2)S(=O)(=O)c2ccc(C)cc2)cc1 (centres undefined),-9%,2%,.,1%
C/C(=C\C(=O)c1ccc(C)cc1)Nc1ccc(N2CCOCC2)cc1,1%,-12%,.,1%
Cc1nc2ccc(NC(=O)Cn3cnc4c3c(=O)n(C)c(=O)n4C)cc2s1,4%,-11%,.,6%
COc1cc(C(=O)NCc2ccc(-n3cccc3)cc2)cc(OC)c1OC,-4%,-9%,.,-30%
CC(=O)OC[C@H]1O[C@@H](O/N=C/[C@@H](C)[C@H](OCc2ccccc2)C(C)C)[C@H](OC(C)=O)[C@@H](OC(C)=O)[C@@H]1OC(C)=O,-18%,-9%,.,9%
CCCCNC(=O)C(C#N)c1nc2ccccc2nc1N1CCCC1 (centres undefined),-14%,3%,.,?
NCCCCC(NC(=O)C1CCCN1C(=O)C1CSSCC(N)C(=O)NC(Cc2ccc(O)cc2)C(=O)NC(Cc2ccccc2)C(=O)NC(CCC(N)=O)C(=O)NC(CC(N)=O)C(=O)N1)C(=O)NCC(N)=O (centres undefined),6%,2%,.,0%
FC(F)(F)c1cccc(NC(=S)NNC(=S)Nc2ccc(Cl)cc2)c1,-9%,?,.,-2%
CCOC(=O)C1=C(C)OC(N)=C(C#N)C1c1c(C)nn(-c2ccc(C)cc2)c1Cl (centres undefined),0%,-20%,.,4%
Cc1cc(NC(=O)c2cc3nc4c(c(C(F)(F)F)n3n2)CCc2ccccc2-4)no1,0%,-9%,.,2%
CCCCn1c(=O)c(C(=O)N/N=C/c2ccc(F)cc2)c(O)c2ccccc21,-10%,-4%,.,-13%
COc1ccc(C(=O)N2CCc3cc(OC)c(OC)cc3C2c2cccc([N+](=O)[O-])c2)cc1 (centres undefined),1%,4%,.,-1%
CCC(Sc1nc2ccccc2c2nc3ccccc3n12)C(=O)NCc1ccco1 (centres undefined),4%,-14%,.,11%

# Bioassay records: PubChem BioAssay, National Center for Advancing Translational Sciences (NCATS)
